Screening data as filed in PubChem BioAssay.
A-T KAP1 phos: qHTS Assay for Identifying a Potential Treatment of Ataxia-Telangiectasia | AID 485349, 2010 | Potency, µM (titrated, usually from 57.5 µM), for inactives: at the top dose activation, most hits filed as activators | […] A-T fibroblasts, KAP-1 phosphorylation AlphaLISA; neocarzinostatin DNA damage 30 min before lysis | actives 0.19% (n = 320,000); further: potency means the concentration at half of the fitted maximal effect; % of control where 0% means no effect; nearly all actives have a fitted effect of over 45% in size
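hTERT-immortalized A-T patient fibroblasts ([…]), 500 cells/well in OPTI-MEM, 1% FBS, got compounds for 60 min, then NCS for 30 min at 37C. Lysates were then assayed for phospho-KAP-1 by AlphaLISA (anti-pKAP1 donor, anti-KAP1 acceptor beads), 6 hr at 25C.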
Chronic BCR inh: qHTS Assay to Find Inhibitors of Chronic Active B-Cell Receptor Signaling; ABC-DLBCL IkBa-CBG/CBR reporter, luminescence ratio, 4 h; Potency, µM (highest dose often 46.1 µM), inactives show at the highest dose ratio change, negative = lower green/red ratio, hits mostly inhibitors; actives 0.05% (n = 340,000); AID 493014, 2011; active means well fitted inhibition curve with a large enough effect in the signal ratio, with a control signal flat, not every such curve was filed as active; inconclusive means small, poorly fitted or top-dose-only effect, or effect the other way, or a change in a side signal; the % refers to the signal ratio;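 further: potency means the concentration at half of the fitted maximal effect; plate controls were basal doxycycline-induced cells for no effect and cells given 10 µM MG132 for full effect; MG132 reads +100%, hits lower the ratio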
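Cell line TMD8 (human ABC DLBCL), stably expressing tet-inducible CBG68-IkBa fusion and CBR; IMDM/0.5% FBS; cpd up to 46 uM; dox induction, 4 h, 37C/5% CO2; dual luminescence; green/red ratio; MG132 control.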
ELG1 repair inh: qHTS screen for small molecules that inhibit ELG1-dependent DNA repair in human embryonic kidney (HEK293T) cells expressing luciferase-tagged ELG1; HEK293T ELG1-luciferase reporter, luminescence, 16 h; DNA damage induced by 5-fluorouridine; Potency, µM (series often up to 46.1 µM), for the others: top-dose activity change, negative = inhibition, hits mostly inhibitors; actives 2.3% (n = 330,000); AID 504467, 2011; further: potency means the concentration at half of the fitted maximal effect; on the % scale 0 is the no-effect control and ±100 the full control effect; nearly all actives have a fitted effect of over 55% in size
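Luminescence from the luciferase reporter, measured 30 min after ONE-Glo reagent at room temperature, was the read-out. Beforehand, 2,000 cells per well were exposed for 16 hr at 37 °C to 5-fluorouridine together with compound or vehicle.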
Mito fusion yeast: qHTS Assay for Small Molecule Inhibitors of Mitochondrial Division or Activators of Mitochondrial Fusion. Potency, µM (titrated, usually from 46.1 µM), without a hit: top-dose growth rescue (activation), hits mostly activators. actives 0.23% (n = 320,000). S. cerevisiae fusion-defective mutant growth rescue, CellTiterGlo 48 h;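 further: potency means the concentration at half of the fitted maximal effect; % of control where 0% means no effect; nearly all actives have a fitted effect of over 45% in size; temperature-sensitive fusion mutants such as fzo1-1 at 37 °C on non-fermentable ethanol glycerol medium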
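Compounds are tested for their ability to restore growth of mitochondrial fusion-defective yeast strains at non-permissive 37C in YPEG medium over 48 hours. Viability is quantified by luciferase luminescence.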
TSG101-PTAP inh: qHTS Assay for Iinhibitors of HIV-1 Budding by Blocking the Interaction of PTAP/TSG101. Tumor susceptibility gene 101 protein (Homo sapiens), Q99816. 340,000 tested, under 10 active. Fluorescence polarization, FITC-PTAP peptide / Tsg101 binding. Potency, µM (titrated, usually from 115 µM), without a hit: top-dose activity change, negative = inhibition, most hits filed as inhibitors. AID 493005, 2010; active means well fitted inhibition curve with a large enough effect in the main read-out, with a control signal flat, not every such curve was filed as active; inconclusive means small, poorly fitted or top-dose-only effect, or effect the other way, or a change in a side signal; inactive means no such curve, though single readings can be large or run the other way; further: potency means the concentration at half of the fitted maximal effect; % of control where 0% means no effect
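Compounds were pin-transferred onto Tsg101 binding domain (10 uM final) in HEPES pH 7.5 buffer, then FITC-PTAP peptide was added at 50 nM final. After 20 min at RT, polarization reported peptide displacement across a qHTS concentration series.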
TSHR antag: Antagonists of the Thyroid Stimulating Hormone Receptor: HTS campaign; activity change, negative = inhibition, % at 11.5 µM; actives 0.2% (n = 330,000); Thyrotropin receptor (Homo sapiens), P16473; TSHR-expressing cells, TSH-stimulated cAMP HTRF, 2 h; active compounds read low;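 active means activity change below a set negative limit, meaning inhibition stronger than a set level, cut at about -70% in these data; inconclusive means activity change between two set negative limits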; further: on the % scale 0 is the no-effect control and ±100 the full control effect
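Competitive HTRF cAMP read-out (cryptate anti-cAMP antibody, cAMP-d2; 30 min, room temperature) in freshly harvested TSHR cells. Compounds added before TSH at EC80 (4nM final), followed by 2 hours' incubation at 37 deg C.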
Tb PFK block: qHTS Assay to Find Inhibitors of T. brucei phosphofructokinase. ATP-dependent 6-phosphofructokinase (Trypanosoma brucei brucei), O15648. T. brucei PFK, ADP-Glo luminescence. Potency, µM (series often up to 57.5 µM), for the others: at the highest dose activity, negative = inhibition, actives largely listed as inhibitors. actives 0.17% (n = 330,000). AID 485367, 2010;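 further: potency means the concentration at half of the fitted maximal effect; 0% = uninhibited 1x PFK enzyme wells and -100% = no-enzyme wells; nearly all actives have a fitted effect of over 60% in size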
Target sequence (O15648 whole entry, looked up): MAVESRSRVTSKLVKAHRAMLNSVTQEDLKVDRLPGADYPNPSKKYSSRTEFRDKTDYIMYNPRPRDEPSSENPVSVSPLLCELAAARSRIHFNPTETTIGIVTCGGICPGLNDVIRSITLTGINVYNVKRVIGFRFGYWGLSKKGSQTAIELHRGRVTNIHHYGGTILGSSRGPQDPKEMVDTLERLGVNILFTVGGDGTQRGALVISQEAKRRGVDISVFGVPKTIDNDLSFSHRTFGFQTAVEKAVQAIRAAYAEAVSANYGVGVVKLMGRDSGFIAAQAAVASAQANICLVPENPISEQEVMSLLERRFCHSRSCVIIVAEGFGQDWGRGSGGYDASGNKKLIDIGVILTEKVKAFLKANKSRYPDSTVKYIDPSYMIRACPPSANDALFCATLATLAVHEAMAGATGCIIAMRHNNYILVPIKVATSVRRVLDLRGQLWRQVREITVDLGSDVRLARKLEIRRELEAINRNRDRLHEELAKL
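In TEA buffer at pH 8.0 with 5 mM MgCl2, enzyme (1.25 nM) converted F6P (0.5 mM) and ATP (0.1 mM) for 45 min at room temperature. ADP product was read by luciferase luminescence.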
TCR activator: Activators of T cell receptors: qHTS campaign. primary human leukocytes, anti-CD3, IL-2 HTRF, 48 h. Potency, µM (top dose mostly 9.22 µM), inactives show at the top dose activation of IL-2 secretion, actives largely listed as activators. 330,000 tested, under 10 active; further: % of control where 0% means no effect
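Human primary leukocytes + a-CD3 beads + cpd, 48 hr; IL-2 in supernatant by HTRF (ex 320nm / em 665nm). No co-stimulatory signal supplied.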
Integrin act MD: qHTS for Activators of Integrin-Mediated Alleviation for Muscular Dystrophy | actives 0.064% (n = 350,000) | alpha7betagal myoblasts, beta-gal FDG fluorescence, 48 h | AID 624291, 2012 | Potency, µM (series often up to 38.3 µM), without a hit: at the highest dose activation, most hits filed as activators;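 further: potency means the concentration at half of the fitted maximal effect; 100% = response of the positive control SU9516; nearly all actives have a fitted effect of over 60% in size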
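Alpha7betagal+/- myoblasts (passage 13) were plated 16-24 hr, then exposed to compounds (1:260 dilution of DMSO stock) for 48 hours at 37C. After MPER lysis, β-galactosidase reporter activity was read as FDG fluorescence (ex 480/em 540) after 30 minutes.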
Eya2 inh: qHTS Assay for Inhibitors of the Phosphatase Activity of Eya2; Protein phosphatase EYA2 (Homo sapiens), O00167; recombinant Eya2, OMFP fluorescence dephosphorylation (OMFP is methylfluorescein phosphate); Potency, µM (highest dose often 76.9 µM), for inactives: top-dose activity, negative = inhibition, usual class: inhibitors; actives 0.006% (n = 330,000); AID 488837, 2010; further: potency means the concentration at half of the fitted maximal effect; on the % scale 0 is the no-effect control and ±100 the full control effect
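Eya2 protein (added as 0.2 uM solution) was preincubated with compound for 10 min at ambient temperature in 50 mM HEPES pH 7.5, 50 mM NaCl, 5 uM MgCl2, 0.05% BSA, 1 mM DTT. OMFP (added at 50 uM) then reacted 10 min; fluorescence read at 485/525 nm.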
ASM inhibitor: Inhibitors of Secretory Acid Sphingomyelinase (S-ASM): qHTS; placental ASM, HMU-PC fluorogenic substrate, 60 min; Potency, µM (series often up to 57.5 µM), without a hit: at the highest dose activity change, negative = inhibition, hits mostly inhibitors; Sphingomyelin phosphodiesterase (Homo sapiens), P17405; actives 0.006% (n = 340,000); further: potency means the concentration at half of the fitted maximal effect
Target sequence (P17405 47-631 limits assumed): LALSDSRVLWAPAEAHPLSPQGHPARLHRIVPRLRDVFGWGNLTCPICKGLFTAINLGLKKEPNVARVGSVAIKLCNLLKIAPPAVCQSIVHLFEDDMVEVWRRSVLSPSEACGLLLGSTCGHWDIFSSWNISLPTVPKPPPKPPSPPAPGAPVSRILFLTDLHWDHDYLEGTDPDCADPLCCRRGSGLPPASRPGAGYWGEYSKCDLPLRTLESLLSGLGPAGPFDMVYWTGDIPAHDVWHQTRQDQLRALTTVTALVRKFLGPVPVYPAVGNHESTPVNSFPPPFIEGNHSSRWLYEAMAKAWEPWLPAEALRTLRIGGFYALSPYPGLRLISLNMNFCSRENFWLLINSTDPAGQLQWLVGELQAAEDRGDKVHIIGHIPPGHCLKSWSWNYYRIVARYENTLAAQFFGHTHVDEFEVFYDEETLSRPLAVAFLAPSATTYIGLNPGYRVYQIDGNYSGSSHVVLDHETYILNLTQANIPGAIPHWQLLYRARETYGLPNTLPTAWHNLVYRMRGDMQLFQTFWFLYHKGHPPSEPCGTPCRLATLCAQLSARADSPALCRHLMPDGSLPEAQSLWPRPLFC
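HMU-PC0 cleavage (9 uM final) by human placental ASM, 60 min at 37 °C following 10 min compound exposure at RT; stopped at pH 10, fluorescence Ex 386/Em 447 nm.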
* hit, by the source's call; ? = inconclusive; / = no result given; [ ] = another dose, or the depositor's remark. Unless noted, the call rests on the fitted dose curve; in most records, active means well fitted curve in the direction sought with a large enough effect; inconclusive means small, poorly fitted or top-dose-only effect, or another doubt; inactive means no such curve, though single readings can be large; an effect the other way counts as inactive or inconclusive.

SMILES | A-T KAP1 phos | Chronic BCR inh | ELG1 repair inh | Mito fusion yeast | TSG101-PTAP inh | TSHR antag | Tb PFK block | TCR activator | Integrin act MD | Eya2 inh | ASM inhibitor
COc1ccc(Sc2nnc(Cc3ccccc3)c3ccccc23)cc1 | 15% | ? | -19% | 9% | / | -7 | 5% | / | -50%[inhibitor] | 4% | -9%
O=C(Nc1ccc(F)cc1)c1cnc(-c2ccccc2)nc1-c1ccccc1 | -1% | ? | ? | -1% | -3% | -14 | 2%[0.46 µM] | -6% | 4% | -7% | -1%
Cc1cccc2nc(COc3ccc(-c4ccccc4)cc3)cn12 | 1% | ? | ? | ? | / | -14 | 0% | / | / | -13% | /
C=CCOc1ccc(Br)cc1/C=C1/SC(=Nc2ccc(C(=O)O)cc2)NC1=O | 1% | ? | -16% | 13% | -20% | -38 | -2% | 4% | 0% | -4% | -2%
CN1CCN(Cc2c(O)ccc3c2oc(=O)c2ccccc23)CC1 | -6% | 0% | 2% | 7% | -4% | -6 | -4% | -12% | 13% | -2% | 3%
O=C(CCCCCn1c(SCC(=O)c2ccccc2)nc2ccccc2c1=O)NCc1ccco1 | -7% | ? | -21% | 6% | -4% | -20 | -5% | -8% | 0% | 3% | 1%
COc1ccc(C(=O)NCc2nnc(SCC(=O)Nc3cccc(OC)c3)o2)cc1 | -2% | -10% | 28% | -5% | -5% | -1 | -1% | 6% | ? | 5% | -1%
Cc1cccc(C(=O)NCC(=O)N(C)Cc2nc3ccccc3c(=O)[nH]2)c1 | 1% | -2% | 1% | / | 1% | 3 | 5% | 0% | -16% | -5% | 2%
O=C(COC(=O)/C=C/c1ccc([N+](=O)[O-])cc1)NC1CCCCC1 | -17% | 9% | 17% | 1% | -2% | 25 | 4% | -12% | ? | -22% | -4%
CCOC(=O)Cc1cc(-c2ccc(O)cc2)nc2ccc3ccccc3c12 | 14% | 4% | 0% | 2% | -13% | 39 | 0% | / | -17% | -35% | 10%
O=C(NCc1ccccc1Cl)C1CCCN1C(=O)NCc1ccccc1 (centres undefined) | -2% | -1% | 0% | 0% | -10% | 0 | 0% | 4% | 25% | -2% | 3%
COC(=O)Nc1ccc2c(c1)OCO2 | 1% | 0% | ? | -1% | -5% | -1 | -4% | -2%[46.1 µM] | -1% | -19% | 6%
CC1CCCCN1C(=O)CSc1nc(-c2ccccc2)cc(=O)[nH]1 (centres undefined) | 0% | 5% | -3% | -2% | -8% | 11 | 12% | -6% | 20% | 10% | -3%
CC(NC(=O)COC(=O)C12CC3CC(CC(O)(C3)C1)C2)c1ccccc1 (centres undefined) | 29% | 1% | 8% | / | -1% | 26 | -2% | -1% | 16% | 8% | 3%
O=C(Nc1nnc(-c2ccc(Cl)s2)o1)C1CC1 | -4% | ? | -1% | -6% | -2% | -5 | 15% | -4% | -9% | 13% | 5%
CCc1ccc(CCC(=O)Nc2nnc(CC)s2)o1 | -2% | -2% | -3% | -7% | -1% | -3 | -1% | / | 2% | 18% | -1%
O=C(CNc1ccc(Br)cc1)NC(=O)NC1CCCCC1 | 6% | ? | 14% | 19% | 0% | 0 | 0% | 0% | 32% | -14% | -4%
CCn1c(CSc2ncccn2)nnc1SCC(=O)N1CCCCC1 | -5% | 1% | 0% | 2% | -2% | 4 | -2% | 0% | 8% | 6% | -2%
CCOc1ccc(C(C)=O)cc1COc1cccnc1[N+](=O)[O-] | -4% | -17% | -19% | 1% | -6% | 1 | 2% | -10% | -22% | -4% | -5%
COc1ccc(OC)c(C(c2nnnn2Cc2ccco2)N2CCN(C)CC2)c1 (centres undefined) | -4%[11.5 µM] | 3% | 4% | -8% | -3% | -4 | 0% | -7% | 11% | -6% | 0%
COC(=O)c1ccccc1S(=O)(=O)N1CCn2cccc2C1C (centres undefined) | -2% | 0% | -1% | 0% | 5% | 1 | 0% | 3% | -20% | 10% | 6%
CCOC(=O)C1=CNS(=O)(=O)NC1c1ccc(C#N)cc1 (centres undefined) | 8% | -1% | ? | / | 1% | 53 | 1% | -1%[46.1 µM] | -2% | 4% | 24%
CCN1CCN(C(C(=O)NC2CCCCC2)c2ccc(Cl)cc2)CC1 (centres undefined) | 2% | -4% | -5% | 1% | -8% | 15 | 3% | / | 20% | -5% | 1%
COc1cccc(-c2cc(C(=O)N3N=C(C)CC3(O)C(F)F)c3ccccc3n2)c1 (centres undefined) | 2% | -11% | 18% | 3% | -2% | 25 | -4% | 2% | -3% | 9% | -1%
CC(C)CCOc1ccc(C(=O)O)cc1 | 0% | -4% | 16% | 4% | -7% | 5 | 2% | 2% | -7% | 0% | 1%
O=C(Cn1cnc(S(=O)(=O)N2CCCCC2)c1)Nc1ccc(OC(F)(F)F)cc1 | -9% | -10% | 3% | -3% | -2% | 11 | -5% | 5% | 28% | 8% | -2%
Cc1ccc(NC(=O)CSc2nc3ncc(Cl)cc3[nH]2)c(C)c1 | 5% | ? | 0% | -3% | -3% | 7 | -2% | 2% | 28% | 2% | -2%
O=C(CC(=O)Nc1ccccn1)Nc1ccccn1 | 0% | 3% | 7% | -2% | -2% | -10 | -3% | 6% | 11% | 16% | 4%
O=C(NC1CCCC1)C1CCN(C(=O)c2ccc(Cl)cc2)CC1 | -3% | 5% | 0% | -1% | 2% | 7 | 2% | 2% | -14% | 15% | 1%
CCOC(=O)NC(Nc1cc(C)on1)(C(F)(F)F)C(F)(F)F | 3% | 0% | 4% | -1% | -1% | 10 | -3% | 0% | 20% | -1% | 1%
CNC(=O)NC(=O)C(C)N1CCN(C/C=C/c2ccccc2)CC1 (centres undefined) | -3% | 5% | 15% | -3% | -1% | 21 | -10% | 0% | 10% | 2% | 4%
O=C(COc1ccc(Cl)cc1)Nc1ccc2oc(=O)ccc2c1 | 12% | ? | 2% | -2% | -1% | -5 | -1% | -4% | 6% | -6% | 1%
Cc1ccc(S(=O)(=O)N2[C@@H](c3ccccc3)C(C(=O)O)=CC[C@H]2c2ccc(Cl)c(Cl)c2)cc1 | 1% | 1% | 18% | -2% | -1% | -11 | -3% | -5% | -2% | -1% | -4%
Cn1c(C2CCCCC2)nc2cc(N)ccc21 | 3% | 2% | 13% | -6% | 2% | 2 | -6% | / | 5% | -2% | 4%
c1ccc(Cn2nnnc2C(c2cccs2)N2CCSCC2)cc1 (centres undefined) | 3% | -1% | -13% | 10% | -2% | 4 | 2% | 1%[46.1 µM] | 23% | -5% | 3%
CCc1ccc(CN2CCC(C(=O)Nc3ccc(Oc4ccccc4)nc3)CC2)o1 | 2% | ? | 0% | 5% | -4% | 2 | 1% | -9% | -47%[inhibitor] | -4% | 1%
O=C(Oc1ccc(-n2cnnn2)cc1)c1ccccc1 | -3% | -1% | -4% | -4% | -1% | 11 | -13% | 2% | -19% | -24% | 0%

Outcome played no part in choosing rows. About 3.2% of those tested had a hit in this group.
